All columns: NCI-60 one-dose screen, growth in % after 48 h at 10 µM unless noted; 100 = growth as untreated, 0 = no growth, -100 = all killed.
SK-MEL-28 = SK-MEL-28 melanoma; 81,000 tested, 4.1% active
UACC-257 = UACC-257 melanoma | 78,000 tested, 4.4% active | AID 1794764
SK-MEL-5 = SK-MEL-5 melanoma | 80,000 tested, 6.4% active | AID 1794755
LOX IMVI = LOX IMVI melanoma | 79,000 tested, 7.4% active | AID 1794757
SK-MEL-2 = SK-MEL-2 melanoma; 77,000 tested, 4.7% active; AID 1794763
HS 578T = HS 578T breast cancer. 78,000 tested, 4.1% active. AID 1794788
T-47D = T-47D breast cancer | 79,000 tested, 5% active | AID 1794792
MALME-3M = MALME-3M melanoma. 78,000 tested, 5.8% active
* marks the source's active call; other numbers are inactive results; . = not tested or not shown; & = joins results of further samples. Rule for the calls: active = growth percent below 10; inactive = the rest. The order is random. About 11% of those tested had a hit in this group.

Values run as follows: SK-MEL-28	UACC-257	SK-MEL-5	LOX IMVI	SK-MEL-2	HS 578T	T-47D	MALME-3M
CCN(CC)C(C(=O)c1ccc(Cl)cc1)c1ccc(Cl)cc1 (stereo not given)
→ 105.6	93.8	93.1	91.6	107.0	117.9	101.0	105.5
COc1cnc2c(c1)C(=O)c1c-2n(CCCN2CCNCC2)c(=O)c2cc(F)ccc12
→ -60.5*	10.8	-88.5*	-86.8*	-17.1*	38.6	9.0*	-60.7*
O=S(=O)(Nc1ncc(Cl)cn1)c1ccccc1
→ 99.0	100.4	98.7	94.6	106.7	107.2	91.3	104.5
O=S(=O)(Nc1cccc(C(F)(F)F)c1)c1cc(Cl)c(Cl)cc1Cl
→ 97.0	69.8	65.3	96.8	79.9	99.9	76.4	66.5
CCc1ccccc1-n1c(N)c(C#N)c(-c2ccc(Cl)cc2)c(C#N)c1=O
→ 113.1	125.4	105.9	100.5	117.3	92.2	101.4	172.9
COc1cc(/C=C2\COc3ccc(-c4ccccc4)cc3C2=O)cc(OC)c1
→ 97.7	70.9	86.3	71.9	83.9	92.9	70.3	101.3
C#CCNC1CCC(c2csc(C#C)n2)=C1C (stereo not given)
→ 97.0	80.1	90.0	-90.7*	100.6	90.7	65.3	-78.3*
O=C(O)c1ccc(Cl)c(Cl)c1
→ 104.6&112.6	110.7&98.8	93.0&108.0	87.1&99.8	158.9&118.1	92.5&132.0	100.1&96.3	103.8&120.5
O=C(CNc1ccc2c(c1)C(=O)c1ccccc1C2=O)Nc1ccc2c(c1)C(=O)c1ccccc1C2=O
→ -75.1*	-90.3*	-98.1*	-91.7*	-74.4*	-1.1*	-65.5*	-81.2*
NS(=O)(=O)c1ccc(-n2cc(-c3cccc(NC(=O)c4cc(C(F)(F)F)cc(C(F)(F)F)c4)c3)nn2)cc1
→ 81.5	91.1	90.5	.	81.8	.	60.3	63.7
COc1ccc(/C=C2\CCC/C(=C\c3ccc(OC)c(OC)c3)C2=O)cc1OC
→ .	14.0	6.0*	-35.0*	86.4	41.2	19.3	42.3
O=C(CCCCCCN1CC(=O)N2[C@H](c3cc(Br)cs3)c3[nH]c4ccccc4c3C[C@H]2C1=O)NO
→ 27.7	27.7	27.0	8.7*	50.0	44.8	17.3	18.6
Nc1nc(Cl)c2ncn(C3OC(CO)C(O)C3O)c2n1 (stereo not given)
→ 108.2	97.9	100.4	80.3	99.5	97.8	99.1	110.1
COc1cc(NC(=O)c2cccc(-c3cc(=O)c4c(O)c(OC)c(OC)cc4o3)c2)cc(OC)c1OC
→ 77.4	66.1	39.2	33.0	69.6	-3.9*	.	51.0
O=C1C(=O)N(CN2CCN(c3cc(=O)[nH]c4ccc(F)cc34)CC2)c2ccccc21
→ 105.2	108.3	99.7	92.8	101.3	80.8	90.6	94.2
COc1ccc(C(=O)C[n+]2ccccc2Cl)cc1
→ 102.0	116.2	108.5	95.7	101.6	107.9	94.2	90.1
CCCc1ncc(C[n+]2ccccc2C)c(N)n1
→ 111.7	101.5	101.5	98.2	100.8	112.7	96.4	104.4
CCCCC(O)Cn1ncc(C(=O)OCC)c1NC(=O)NCc1ccc(F)cc1 (stereo not given)
→ 114.1	97.8	93.3	94.0	104.9	99.4	.	96.8
COc1ccc(-c2ccnc(SCc3cc4ccccc4[nH]c3=O)n2)cc1
→ 73.0	79.5	59.1	49.9	67.2	48.2	70.2	65.9
CCN(CC)Cc1nc2ccccc2c(=O)n1/N=C/c1ccc(Cl)cc1
→ 105.5	101.8	102.2	101.0	110.2	118.1	105.2	100.6
COc1cc(O)c(C=Nc2ccccc2NS(=O)(=O)c2ccc(C)cc2)c(OC)c1
→ 101.7	98.8	92.0	89.5	.	100.0	103.3	.
O=COCCCc1ccccc1
→ 108.0	86.5	98.2	99.0	100.6	96.6	92.7	106.2
Ic1ccc(SSc2ccc(I)cc2)cc1
→ 107.6	88.1	90.8	0.7*	105.2	96.9	79.7	114.0
Cc1ccc(-c2ncc(S(C)(=O)=O)o2)cc1
→ 106.8	100.0	94.4	97.6	100.3	98.0	90.4	107.6
CC(=O)OCC(=O)[C@@]1(O)CC[C@H]2[C@@H]3CCC4=CC(=O)CC[C@]4(C)[C@@]3(F)[C@@H](O)C[C@@]21C
→ 112.4	94.6	94.8	96.6	104.0	112.3	108.8	119.7
COC(=O)c1cc2c3ccccc3oc(=O)c2c2nc3ccccc3n12
→ 115.0	96.6	95.5	88.7	107.4	96.5	89.7	92.7
CC1(C)C(=O)C=C(N2CCCCC2)c2ccccc21
→ 124.1	102.9	.	112.8	107.1	113.4	105.9	76.2
C[N+]12CCC(CC1)C(OC(=O)C(O)(c1ccccc1)c1ccccc1)C2 (stereo not given)
→ 114.3	121.9	103.9	100.5	100.0	112.4	98.4	98.7
Cc1ccc(-c2nc(SCC(=O)c3ccc(Br)cc3)[nH]c(=O)c2C#N)s1
→ 119.3	106.0	105.3	75.1	100.1	101.0	99.8	102.5
COC(=O)N1CCN(CCNCc2ccc(NC(=O)c3ccc(C)c(C#Cc4cnc5cccnn45)c3)cc2C(F)(F)F)CC1
→ 12.0	-10.6*	-75.2*	-79.5*	4.5*	-2.2*	34.0	-49.1*
Cc1cc(=O)c(C(=O)O)c(C)n1-c1ccccc1
→ 110.2	104.1	104.7	97.7	107.9	102.0	98.0	87.1
CCCCOC(c1ccccc1)c1ccccc1
→ 108.1	95.2	119.9	88.5	.	100.2	93.7	112.5
O=S(=O)(NCCCNc1nccc(-c2[nH]c(-c3ccccc3)nc2-c2ccc(Cl)c(O)c2)n1)c1cccc(F)c1
→ 25.3	25.6	23.5	39.8	18.5	96.2	49.9	2.2*
COc1ccc(/C=N/NCC(=O)n2nnnc2-c2ccccc2)cc1
→ 111.1	90.9	96.3	38.2	86.4	92.3	81.9	97.0
NS(=O)(=O)c1ccc(CCn2c(SCC(=O)N/N=C/c3cccc(O)c3)nc3ccccc3c2=O)cc1
→ 111.6	100.2	90.5	95.4	101.2	106.1	81.8	100.7
O=[N+]([O-])c1cc(Br)c2cccnc2c1O
→ 99.6	101.9	94.0	86.6	93.0	95.0	98.5	.
O=C1Nc2ccccc2/C1=C/C(=O)c1ccccc1[N+](=O)[O-]
→ 111.6	102.3	99.5	96.2	104.8	92.6	82.2	96.2
O=c1oc2ccccc2cc1-c1cnc2ccccc2n1
→ 110.6	99.8	96.4	100.8	97.2	100.1	92.4	44.2
CCCCSc1nc(Nc2ccc(S(N)(=O)=O)cc2)c(C#N)c(-c2ccc(Cl)cc2)n1
→ 63.0	76.0	59.6	-99.9*	117.8	64.8	75.5	22.9
CN1CCN(CC(O)COc2c(Br)c(Br)c(Br)c3c2OC(C)(C)C3)CC1 (stereo not given)
→ -89.2*	99.9	-86.0*	4.1*	38.5	55.5	81.3	-36.9*

(list continues)
SMILES,SK-MEL-28,UACC-257,SK-MEL-5,LOX IMVI,SK-MEL-2,HS 578T,T-47D,MALME-3M
O=C(Nc1cccc(Cl)c1)OCC#CCOC(=O)Nc1cccc(Cl)c1,105.4,90.5,98.1,87.0,102.6,92.4,79.0,93.6
Nc1ncnc2c1c(-c1ccccc1)nn2Cc1cccc(B(O)O)c1,107.4,87.8,99.6,88.4,102.2,79.8,55.9,106.9
c1ccc(-n2ncc3cccnc32)cc1,110.0,105.0,112.4,91.1,89.7,100.2,105.1,100.3
O=C(CN1C=NC2C(N3CCOCC3)=NC=NC21)c1ccccc1 (stereo not given),113.5,110.3,.,100.1,100.8,104.9,103.6,105.0
Cn1c(=O)c2[nH]c(-c3ccc(OCCCCl)cc3)nc2n(C)c1=O,101.2,98.1,96.8,101.5,109.5,114.3,.,102.7
Fc1ccccc1CSc1ncnc2nc[nH]c12,112.4,61.3,105.1,96.4,86.6,110.9,97.7,129.1
NS(=O)(=O)c1ccc(CCN2C(=O)c3nccnc3C2=O)cc1,109.2,111.5,105.8,93.5,95.5,103.2,92.7,97.1
N#Cc1cnn(-c2cc(Cl)ccc2Cl)c1N,109.3,96.1,101.8,100.4,102.9,109.4,93.9,106.8
CC(C)Cn1c(O)c(N=NC(=O)Cc2c[nH]c3ccccc23)c2ccccc21,101.1,101.1,.,95.5,97.3,83.7,88.2,101.1
CCN1CCC(=O)N2[C@H](c3ccc(Cl)cc3)c3[nH]c4ccccc4c3C[C@H]2C1=O,101.2,109.8,104.2,90.9,108.8,96.8,107.0,95.2
CCc1cccc(CC)c1N1C(=O)C2=C(SCCCS2)C1=O,112.7,103.0,99.2,91.9,94.8,97.4,78.5,96.2
COc1c(N2CC3CCCN(C(C)=O)C3C2)c(F)cc2c(=O)c(C(=O)N[C@H]3C(O)[C@@H](O)C(CO)O[C@H]3O)cn(C3CC3)c12 (stereo not given in full),112.2,103.0,100.9,87.1,111.5,104.6,99.9,116.7
O=C1CSC(c2ccccc2O)N1c1nnc(Cn2cnnc2)o1 (stereo not given),102.4,96.4,95.1,78.5,.,88.1,71.2,96.2
O=C(COc1ccc2c(c1)CCCC(=O)N2)NCc1ccccc1,90.4,98.0,82.0,78.1,87.1,94.2,95.7,95.6
COc1ccc(-c2nc3ccccc3n2CC(=O)N=Nc2c(O)[nH]c3ccc(Br)cc23)cc1,97.8,119.6,67.4,74.4,85.4,68.7,90.9,79.3
Cc1ccc(C2CCCCC2)cc1Br,100.7,88.8,101.6,103.2,99.0,96.4,.,100.0
O=C(O)COc1c(F)cc(F)cc1Cl,97.0,102.3,.,106.8,112.7,114.5,96.2,107.3
Cc1ccc(S(=O)(=O)C/C(=N/Nc2ccc(S(N)(=O)=O)cc2)c2cc3ccccc3oc2=O)cc1,103.8,96.7,99.7,97.3,111.0,101.7,86.9,107.1
CC1(C)CC[C@]2(C(=O)O)CC[C@]3(C)C(=CC[C@@H]4[C@@]5(C)C/C(=C/c6ccncc6)[C@H](O)C(C)(C)[C@@H]5CC[C@]43C)[C@@H]2C1,46.3,64.3,-23.2*,28.7,55.4,52.7,43.6,73.1
Cn1c(=O)c2c(nc3n(-c4ccccc4)c(O)cn23)n(C)c1=O,107.0,105.8,98.3,93.2,112.6,99.2,100.1,109.1
COc1ccc(-c2csc(NC(=O)c3cc(O)c(O)c(O)c3)n2)cc1,89.1,87.3,51.0,50.6,71.4,101.2,44.7,.
O=C(Nc1cccc(-n2cc(-c3ccncc3)c(-c3cc(O)cc(Cl)c3)n2)c1)c1ccc(N2CCOCC2)c(C(F)(F)F)c1,-52.4*,9.4*,32.2,-48.7*,22.9,17.9,29.3,-26.9*
Nc1ncncc1-c1ccc2ccccc2c1,112.4,80.4,126.0,97.0,119.1,105.4,85.7,.
Nc1nc(N)c2c(n1)NC(c1cccc(Nc3ccnc4cc(C(F)(F)F)ccc34)c1)CC(c1ccc3c(c1)OCO3)=N2 (stereo not given),96.3,77.7,66.4,65.7,61.6,66.9,90.6,72.5
Cc1cc2nc3c4cc(Br)ccc4n(CCN(C)C)c3nc2cc1C,97.2,96.4,84.1,.,99.8,90.4,59.3,62.5

Overlap with the part before: 6 compounds, followed by the next part.
SMILES,SK-MEL-28,UACC-257,SK-MEL-5,LOX IMVI,SK-MEL-2,HS 578T,T-47D,MALME-3M
Cn1c(=O)c2c(nc3n(-c4ccccc4)c(O)cn23)n(C)c1=O,107.0,105.8,98.3,93.2,112.6,99.2,100.1,109.1
COc1ccc(-c2csc(NC(=O)c3cc(O)c(O)c(O)c3)n2)cc1,89.1,87.3,51.0,50.6,71.4,101.2,44.7,.
O=C(Nc1cccc(-n2cc(-c3ccncc3)c(-c3cc(O)cc(Cl)c3)n2)c1)c1ccc(N2CCOCC2)c(C(F)(F)F)c1,-52.4*,9.4*,32.2,-48.7*,22.9,17.9,29.3,-26.9*
Nc1ncncc1-c1ccc2ccccc2c1,112.4,80.4,126.0,97.0,119.1,105.4,85.7,.
Nc1nc(N)c2c(n1)NC(c1cccc(Nc3ccnc4cc(C(F)(F)F)ccc34)c1)CC(c1ccc3c(c1)OCO3)=N2 (stereo not given),96.3,77.7,66.4,65.7,61.6,66.9,90.6,72.5
Cc1cc2nc3c4cc(Br)ccc4n(CCN(C)C)c3nc2cc1C,97.2,96.4,84.1,.,99.8,90.4,59.3,62.5
Cc1ccc(S(=O)(=O)/C(=N\O)C(=O)c2ccc(-c3ccccc3)cc2)cc1,110.0,107.9,.,.,.,113.5,93.9,110.5
NNC(=O)Cc1cccc2ccccc12,104.8,103.4,104.9,95.0,102.4,105.7,97.5,97.6
COc1ccc(C(=O)N/N=C/c2ccc(O)cc2O)cc1Nc1ccnc(C(F)(F)F)c1,42.9,33.1,24.2,8.4*,61.5,55.4,21.6,9.5*
Cc1ccc(C2CC(c3cccc(Nc4ccncc4)c3)=NN2c2ccc(Cl)cc2)cc1 (stereo not given),-97.7*,-35.1*,-93.0*,-96.5*,-74.8*,-55.9*,-47.9*,-86.0*
O=C1C(=O)N(CCO)c2ccc(F)cc21,105.5,101.6,99.2,99.6,100.7,103.1,.,97.6
COC1OC(CO)C(OC)C(O)C1O (stereo not given),95.9,105.9,102.9,95.6,110.8,112.1,112.4,111.4
NS(=O)(=O)c1ccc(NC2=C(I)C(=O)c3ncccc3C2=O)cc1,129.3,99.0,99.1,91.6,106.3,105.9,102.5,103.9

Screening data deposited in PubChem by NCI.
